ROMK mod – modulates human ROMK potassium channel activity | Tet-inducible ROMK, thallium flux fluorescence; actives lie on both sides | AID 1918 | hit rate 2% among 130,000 | B-score at 10 µM;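 active = signal ratio slope over the read window, or its plate-corrected B-score, at least 3 SD from the plate mean, either direction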;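 note: B-score of the F/F0 ratio slope over 7 to 12 s after thallium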
Target sequence (P48048 whole entry, looked up): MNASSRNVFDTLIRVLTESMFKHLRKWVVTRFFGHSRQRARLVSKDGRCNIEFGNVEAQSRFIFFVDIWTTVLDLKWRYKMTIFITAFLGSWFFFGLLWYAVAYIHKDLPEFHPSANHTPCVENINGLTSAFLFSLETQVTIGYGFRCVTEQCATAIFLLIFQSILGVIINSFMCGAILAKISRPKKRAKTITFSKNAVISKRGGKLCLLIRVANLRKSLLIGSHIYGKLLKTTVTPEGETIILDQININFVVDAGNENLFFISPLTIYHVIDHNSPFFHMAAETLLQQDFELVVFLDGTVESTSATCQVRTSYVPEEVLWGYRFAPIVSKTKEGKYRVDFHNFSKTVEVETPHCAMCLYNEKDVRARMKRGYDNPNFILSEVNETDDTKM
TLR4-MyD88 BLA – TLR4-MyD88 interaction inhibition in cells. O00206+Q99836. HeLa CL3-4 TLR4/MyD88 BLA complementation, FRET ratio. inhibition, % at 8.4 µM. hit rate 0.18% among 200,000. AID 861; in the data active = inhibition above about 25%;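 note: 0% = vehicle and 100% = reference inhibitor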
RAM network inh – yeast RAM network inhibition; hit rate 1.8% among 190,000; S. cerevisiae dse1pr::URA3 reporter, 5-FOA growth OD615, 2 d; analog-sensitive cbk1-as2 kinase mutant strain; inhibition, % at 50 µM; AID 868;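 active = inhibition above a set limit, 3 SD over mean compound inhibition, cut at about 8.4% in these data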;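 note: 0% = DMSO-only wells with no growth and 100% = 10 µM 1-NA-PP1 full growth; inhibition rescues growth on 5-FOA so higher OD means more RAM inhibition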
STAT3 act – STAT3 signaling activation | activation (% of control), % at 5.6 µM | AID 871 | hit rate 0.91% among 190,000 | U3A cells, IL-6 STAT3-luciferase reporter, luminescence; 100% = signal with IL-6 EC80 alone;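 active = activation above the screen-wide mean of compound activation plus 3 SD, cut at about 130% in these data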;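 note: 0% = background luminescence of wells with medium and substrate only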
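Test system: Human STAT1-deficient U3A cells with stable STAT3-luciferase reporter | Also added: Interleukin-6, 33 ng/mL | Timing: Compound pre-incubation 1 h before IL-6, then 6 h stimulation at 37 °C | Technique: Luciferase reporter luminescence | Read-out: Percent of IL-6-only median luminescence | Benchmarks: IL-6-only wells as 100% reference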
PPARg SRC2 recr – promotes SRC-2 coactivator recruitment by human PPARgamma | P37231 | PPARgamma LBD-SRC-2 recruitment, biochemical | activation, % at 8 µM | hit rate 0.34% among 200,000; in the data active = activation above about 22%;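 note: 0% = vehicle and 100% = reference agonist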
PPARg SRC1 recr – PPARgamma-driven SRC-1 recruitment agonism | P37231 | PPARgamma-SRC-1 coactivator recruitment biochemical assay | activation, % at 8 µM | hit rate 0.41% among 200,000 | AID 631; in the data active = activation above about 19%;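 note: 0% = DMSO and 100% = reference agonist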
STAT3 blocker – reduces IL-6 driven STAT3 reporter signal. U3A cells, IL-6 STAT3-luciferase reporter, luminescence; host cell line lacks STAT1. inhibition, % at 5.5 µM. hit rate 0.89% among 190,000. AID 862;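 active = inhibition above the mean inhibition across all screened compounds plus 3 SD, cut at about 44% in these data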;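 note: 0% = DMSO only wells and 100% = 100 µM nifuroxazide control wells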
STAT1 inh – reduces IFN-gamma driven STAT1 reporter signal. NIH 3T3 STAT1-luciferase reporter, luminescence. inhibition, % at 5.5 µM. hit rate 0.35% among 200,000. AID 920;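 active = inhibition above a set limit, the mean inhibition across all tested compounds plus 3 SD, cut at about 34% in these data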;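 note: 0% = IFN-gamma with DMSO and 100% = IFN-gamma with 300 µM nifuroxazide; values of inactives mirror those of a sister screen read the other way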
S1P3 antagonist – S1P3 (human) receptor antagonism | inhibition, % at 4.98 µM | hit rate 0.27% among 170,000 | AID 485 | CHO S1P3 NFAT-BLA reporter, FRET fluorescence, antagonist mode | Q99500;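 active = inhibition above the plate cutoff, the mean inhibition of test wells on that plate plus 3 SD, cut at about 28% in these data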;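 note: cells challenged with S1P at its EC80 of 0.8 µM; blue over green emission ratio from cleaved BLA substrate after 4 h stimulation; 0% = S1P-stimulated wells and 100% = unstimulated DMSO-only wells; some compounds past the cut are filed as inactive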
Target sequence (Q99500 whole entry, looked up): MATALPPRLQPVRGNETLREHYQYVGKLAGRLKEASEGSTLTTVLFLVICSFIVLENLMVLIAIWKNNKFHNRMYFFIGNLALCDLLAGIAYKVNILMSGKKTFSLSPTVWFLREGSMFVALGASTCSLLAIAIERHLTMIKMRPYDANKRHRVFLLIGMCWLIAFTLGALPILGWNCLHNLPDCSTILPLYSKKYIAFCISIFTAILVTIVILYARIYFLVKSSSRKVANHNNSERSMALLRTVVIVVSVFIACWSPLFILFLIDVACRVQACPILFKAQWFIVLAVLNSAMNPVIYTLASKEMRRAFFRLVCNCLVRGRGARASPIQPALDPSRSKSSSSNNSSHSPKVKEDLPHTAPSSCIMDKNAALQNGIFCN
PPARg SRC-3 ag – agonists of human PPARgamma SRC-3 coactivator recruitment; P37231; biochemical PPARgamma/SRC-3 coactivator recruitment assay; activation, % at 8 µM; hit rate 0.26% among 200,000; AID 731; in the data active = activation above about 23%;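 note: 0% = DMSO and 100% = reference agonist; some compounds past the cut are filed as inactive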
TR-FRET SRC-2 ct – TR-FRET artefact, counter-screen to PPARgamma/SRC-2 agonist assay. stronger effect = higher value. TR-FRET ratio at 8 µM. hit rate 0.4% among 200,000; in the data active = TR-FRET ratio above about 2000; note: inactives centre near 1500
Numbers without * were called inactive; x = not tested or not shown.

SMILES	ROMK mod	TLR4-MyD88 BLA	RAM network inh	STAT3 act	PPARg SRC2 recr	PPARg SRC1 recr	STAT3 blocker	STAT1 inh	S1P3 antagonist	PPARg SRC-3 ag	TR-FRET SRC-2 ct
Cc1ccc(NC(=O)CSc2nnc(Cn3cnc4ccccc43)o2)cc1	x	7	1.4	108	4	0	-4	-6	-27	5	1525
CCn1c(SCC(=O)NCc2cccs2)nnc1-c1ccncc1	0.052	8	-0.1	98	-2	2	11	-2	-3	-1	1445
CC(C)Cn1c(-c2ccccc2)nc2ccccc2c1=O	x	-9	0.9	101	-2	3	3	1	x	16	1403
Cc1ccc(C)c2[nH]c(=O)c(CCNC(=O)C(C)(C)C)cc12	x	-4	0.6	85	4	-5	23	3	-32	-3	1435
COc1ccc2[nH]c(=O)c(CN(Cc3cccs3)S(=O)(=O)c3cccc4nsnc34)cc2c1	x	-8	3.2	93	3	8	11	5	5	3	1622
O=S1(=O)C=C(N2CCCCC2)c2ccccc21	x	2	1.1	91	9	8	15	5	6	2	1587
CCOC(=O)CSc1nc(N2CCOCC2)c2c(c1C#N)CC(C)(C)N(C)C2	x	3	3.5	100	5	5	4	5	x	-10	1590
Cc1cc(Cl)ccc1NC(=S)NCCCN1CCCC1=O	-0.75	0	-0.4	99	-3	-4	2	2	5	-1	1481
COC(=O)Cn1cccc1C(=O)c1ccccc1	x	-4	-0.9	100	-4	-1	4	-4	x	-6	1374
O=C(CCN1C(=O)c2ccccc2C1=O)Nc1ccc(-c2nc3ccccc3s2)cc1	x	-1	8.9*	100	3	2	2	-48	-14	1	1531
CC(C)(C)NC(=O)/C(=C\c1cccnc1)NC(=O)c1ccco1	0.58	-12	0.6	100	3	-3	3	-4	-9	4	1487
COc1ccc(Cl)cc1NC(=O)c1ccoc1C	x	-5	0.8	89	14	0	19	-3	-3	-2	1531
CCCSc1ccc(C(=O)Nc2ccc(F)cc2F)cn1	-0.44	22	4.4	92	-3	3	15	-18	-15	3	1486
Nn1cnnc1N/N=C/c1ccc(Cl)c([N+](=O)[O-])c1	0.72	-20	-0.4	104	0	3	-3	-15	-46	3	1493
COc1ccc(NC(=S)Nc2cccc([N+](=O)[O-])c2)cc1	x	-3	0.0	93	-5	1	13	2	x	1	1481
Cc1ccc(-c2nnn(CC(=O)N(CC3CCCO3)C(C(=O)NC(C)(C)C)c3ccc(F)cc3)n2)o1 (stereo not drawn)	x	-2	1.8	93	-10	4	12	13	-25	13	1455
Cc1ccc(S(=O)(=O)N2CCN(S(=O)(=O)c3ccccc3)C2c2ccc(N(C)C)cc2)cc1 (stereo not drawn)	0.94	11	1.1	91	8	3	18	0	x	17	1519
O=C(NCc1ccc(N2CCCC2=O)cc1)Nc1cccc2ccccc12	x	-9	3.0	91	9	1	14	1	x	2	1664
CN(C(=O)CSc1nnc(-c2ccccc2)n1C)C1CCS(=O)(=O)C1 (stereo not drawn)	-0.33	-7	-0.7	91	-1	1	20	4	0	3	1619
CCOc1ccc(N2CC(C(=O)Nc3ccc(S(=O)(=O)Nc4ncccn4)cc3)CC2=O)cc1 (stereo not drawn)	0.46	-13	0.9	97	-5	-1	2	-5	x	0	1579
Cn1c2ccccc2c2nnc(SCc3nnc(-c4ccccc4)o3)nc21	0.024	3	0.7	97	4	-2	10	5	6	1	1426
CCN1C=CC(=C2C(=O)c3ccccc3C2=O)C=C1	x	-15	0.3	12	2	0	109*	88*	-75	1	1371
O=C(O)CCC(=O)CCC(=O)c1ccccc1	x	-10	0.4	99	4	4	7	1	-7	-5	1421
C=CCn1c(CCNC(=O)c2cccs2)nnc1SCC(=O)c1ccc(Br)cc1	-0.97	5	2.0	100	-6	-2	0	-1	x	2	1552
COc1ccc(Nc2ccc(Nc3ccc(OC)cc3)nn2)cc1	-0.15	-5	0.7	78	18	13	29	8	-3	14	1769
c1ccc(-c2nc(-c3ccncc3)no2)cc1	x	-6	-0.7	94	5	-6	9	-41	-6	-7	1232
CN(C)/C=C1/Nc2ccccc2C1=O	-0.024	-6	1.6	133	1	12	-36	12	-24	9	1475
CS(=O)(=O)n1nc(-c2ccco2)nc1N	0.11	-3	2.9	99	-12	0	7	-6	1	-6	1504
O=c1cc(N2CCCCCC2)[nH]c(=O)n1-c1ccc(Cl)cc1	x	-3	2.8	x	12	1	x	-4	-16	7	1571
CSc1ccc(C(C(C(=O)c2cccs2)N2CCOCC2)N2CCOCC2)cc1 (stereo not drawn)	x	6	0.3	105	-2	-5	4	3	43	-8	1518
O=C(Cn1nc(-c2ccc(Cl)cc2)ccc1=O)NCCN1CCOCC1	x	0	0.5	103	3	9	6	-10	-24	4	1543
CC(C)N(C)C(=O)C(=O)c1cccn1-c1cccc(Cl)c1C#N	-0.04	0	-0.1	99	7	8	3	2	-82	6	1459
O=C(NCc1ccco1)C1CC(=O)N(CCc2ccccc2)C1 (stereo not drawn)	x	-4	0.3	105	1	-3	-4	9	-42	11	1586
CCOC(=O)c1cc(C(=O)c2cccs2)n2ccc(C(C)=O)cc12	-0.69	5	8.5*	95	-1	0	13	-8	x	4	1555
CN(CC(=O)NCCN1CCN(c2ccccc2)CC1)S(=O)(=O)c1ccc2c(c1)CCC(=O)N2	x	-8	-0.5	87	-4	-3	24	2	x	-2	1451
CCOC(=O)c1ccccc1NS(=O)(=O)c1ccc(OCC)cc1	x	7	6.4	103	1	-1	0	5	x	9	1616
O=C(NC1CCCc2ccccc21)C1CCCN(S(=O)(=O)c2cnc[nH]2)C1 (stereo not drawn)	x	-4	1.8	98	-10	5	10	11	3	-5	1377
CSc1ccc(/C=c2\s/c(=C\C(=O)C(C)(C)C)n(CC(=O)NCCC3=CCCCC3)c2=O)cc1	-2.2	-12	4.6	106	4	8	-5	2	4	-2	1618
O=C(CSc1nnc2c(Cl)cc(Cl)cn12)N1CCN(c2ccc(F)cc2)CC1	-0.23	14	2.1	102	-2	0	-3	-3	-1	-1	1509
C=CCn1c(O)c(N=NC(=O)c2ccccc2NS(=O)(=O)c2cccs2)c2ccccc21	x	12	2.7	91	6	-4	7	7	-5	2	1556
C=C(C)COc1ccc(-c2nc(N)nc(C)c2Oc2ccccc2OC)c(O)c1	x	4	4.0	90	-5	3	14	-19	6	10	1703
COc1ccc(N(C(=O)c2cc3ccccc3oc2=O)C2C=CS(=O)(=O)C2)cc1 (stereo not drawn)	-0.69	4	0.0	104	3	7	6	13	-5	1	1510
N#Cc1ccc(NC(=O)COC(=O)CNC(=O)C2CCCCC2)cc1	x	-15	0.5	97	8	10	7	-1	x	11	1573
COc1cc(-c2ccc(=O)[nH]n2)ccc1OC(F)F	x	x	x	x	6	-1	x	x	-2	0	1660
COc1ccc(-c2nnn(CC(=O)N(Cc3ccccc3Cl)C(C(=O)NCC3CCCO3)c3ccco3)n2)cc1 (stereo not drawn)	x	4	4.3	107	3	-5	3	4	x	-14	1529
COc1cc(Cl)c(C)cc1NC(C)C(=O)Nc1cc(C(F)(F)F)ccc1N1CCOCC1 (stereo not drawn)	0.61	-15	6.3	94	7	3	7	-1	17	-2	1613
CCC(=O)Nc1cc(=O)[nH]c2ncnn12	0.0048	-3	1.0	99	6	0	8	-5	-28	0	1576
CCOC(=O)c1cc2c3ccccc3n(CC)c2nc1N	x	-2	4.0	85	8	3	22	13	x	20	1545
COc1ccc(N=Nc2cnc(C)nc2-c2ccccc2)cc1	x	-7	3.8	82	-6	-5	25	-10	x	-3	1504
Cc1nn(Cc2c(Cl)cccc2Cl)c(Cl)c1/C=C/C(=O)OCC(=O)NCC(F)(F)F	0.11	-12	2.7	81	11	6	22	2	x	-1	1648
CCCCCNC(=O)N[C@H](C(=O)O)C(C)C	-2.1	-2	0.7	101	-5	-2	3	4	-6	-7	1475
Cc1nc2cc3nc(C)sc3cc2s1	x	-6	-1.1	98	10	3	8	-23	-9	-1	1453
CCOc1ccc2nc(NS(=O)(=O)c3ccc4c(c3)n(C)c(=O)n4C)sc2c1	0.33	0	1.4	102	-1	5	1	2	-28	2	1393
COC(CNC(=O)c1ccc2c(c1)nc(C)n2-c1ccc(F)c(F)c1)OC	x	18	0.5	103	3	0	0	4	x	-13	1493
N#Cc1nc(COc2ccc(Cl)cc2Cl)oc1N1CCN(c2ccccc2)CC1	-0.42	4	7.3	96	2	3	7	-6	1	-1	1499
Cc1cc(C)c2c(CC(=O)O)coc2c1	x	0	-1.3	96	3	12	8	-4	-37	2	1604
CCN(CC)S(=O)(=O)c1ccc(Cl)c(NC(=O)c2ccncc2)c1	-0.31	9	-0.6	99	-3	-5	3	21	-8	-4	1641
O=c1c2ccccc2c(C=NCc2ccccn2)c(O)n1-c1ccccc1	x	-5	6.8	88	8	-6	16	4	-5	-1	1613
COc1ccc(-c2nc(=S)c3c([nH]2)Oc2ccc(C)cc2C3)cc1O	-0.036	1	2.5	126	2	-1	-30	-1	-5	7	1704
COc1ccc(N2C(=O)CC2(C#N)c2ccc(OCc3ccccc3)cc2)cc1 (stereo not drawn)	0.54	6	11*	105	8	0	-6	-3	4	3	1386

(next part)
SMILES	ROMK mod	TLR4-MyD88 BLA	RAM network inh	STAT3 act	PPARg SRC2 recr	PPARg SRC1 recr	STAT3 blocker	STAT1 inh	S1P3 antagonist	PPARg SRC-3 ag	TR-FRET SRC-2 ct
Cc1ccc(S(=O)(=O)N2CCN(c3ccc(C(=O)N4CCOCC4)cc3[N+](=O)[O-])CC2)cc1	x	5	1.9	101	0	8	1	6	-4	4	1516
COc1ccc(-c2cc(CNC(=O)CN3CCN(C)CC3)on2)cc1	x	-18	0.5	108	2	-4	-4	23	x	-3	1586
CN(C)C(=O)COC(=O)c1cccnc1Nc1ccccc1F	-0.79	-5	2.1	112	4	7	-17	0	-24	6	1691
Cc1ccccc1-n1c(C)cc(/C=C2\NC(=O)NC2=O)c1C	2.5	-12	3.0	108	5	5	-6	-15	x	-6	1379
Cc1cc(O)cc(O)c1C(=O)Cc1cnn(-c2ccccc2)c1	0.27	7	0.3	93	7	2	6	-6	x	-7	1336
Cc1occc1C(=O)Nc1c(F)c(F)c(F)c(F)c1F	-0.98	-15	-0.5	119	9	5	-15	1	x	0	1425
C=CCn1c(CCNC(=O)c2ccc(Cl)c(Cl)c2)nnc1SCCOc1ccc(OC)cc1	x	1	1.0	86	6	-3	27	4	x	-6	1672
CC(C(=O)N1CCCCCC1)c1ccc([N+](=O)[O-])cc1 (stereo not drawn)	0.016	-4	-0.4	98	7	8	8	-3	-13	2	1671

3 entries out of the list above, arranged by their value in S1P3 antagonist, falling.
compound | S1P3 antagonist
CS(=O)(=O)n1nc(-c2ccco2)nc1N | 1
CN(C)C(=O)COC(=O)c1cccnc1Nc1ccccc1F | -24
CC(C)N(C)C(=O)C(=O)c1cccn1-c1cccc(Cl)c1C#N | -82

Assay outcomes as filed in PubChem.

Outcome played no part in choosing rows; about 5.6% have a hit in one of these screens.
